# Compound activity deposited in PubChem by several laboratories.
# bIAP inh: intestinal alkaline phosphatase (bovine) inhibition; purified bovine IAP, CDP-star luminescence, 30 min; inhibition, % at 20 µM; 190,000 tested, under 10 active;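 active = over 50% inhibition of intestinal alkaline phosphatase at 20 µM in the single-dose screen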
#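 Assay system – bovine IAP enzyme · Quantity – bovine IAP at 1/65,000,000 final dilution · Detection – CDP-star luminescence signal · Times – 30 min reaction at room temperature · Also added – CDP-star substrate at 30 µM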
# PPARg SRC-1 ag: promotes SRC-1 coactivator recruitment by human PPARgamma; PPARgamma-SRC-1 coactivator recruitment biochemical assay; 200,000 tested, 0.41% active; P37231; activation, % at 8 µM; in the data active = activation above about 19%;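 also: 0% = DMSO and 100% = reference agonist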
# Target sequence (P37231 whole entry, looked up): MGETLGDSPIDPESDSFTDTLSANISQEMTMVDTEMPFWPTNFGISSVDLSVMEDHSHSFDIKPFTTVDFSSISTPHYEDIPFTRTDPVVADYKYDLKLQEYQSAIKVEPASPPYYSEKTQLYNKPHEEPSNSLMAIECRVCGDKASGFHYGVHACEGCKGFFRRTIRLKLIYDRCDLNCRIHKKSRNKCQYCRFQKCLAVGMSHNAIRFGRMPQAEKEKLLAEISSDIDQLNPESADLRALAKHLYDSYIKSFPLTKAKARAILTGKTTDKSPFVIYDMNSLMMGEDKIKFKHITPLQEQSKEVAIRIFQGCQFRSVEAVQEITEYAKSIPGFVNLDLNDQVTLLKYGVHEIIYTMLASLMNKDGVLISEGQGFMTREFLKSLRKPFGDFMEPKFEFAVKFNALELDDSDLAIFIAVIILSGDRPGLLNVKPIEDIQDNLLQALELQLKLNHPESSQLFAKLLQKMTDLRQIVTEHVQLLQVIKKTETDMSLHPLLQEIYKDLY
# TNAP inh noacc: TNAP (human) inhibition, acceptor-free conditions | purified TNAP, CDP-star luminescence, 30 min | inhibition, % at 20 µM | 200,000 tested, 0.26% active | AID 1012;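 active = tissue-nonspecific alkaline phosphatase inhibition above about 50% at 20 µM in the single-dose screen, limit read from the data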;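 also: 0% = DMSO negative control and 100% = EDTA positive control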
# Target sequence (P05186 whole entry, looked up): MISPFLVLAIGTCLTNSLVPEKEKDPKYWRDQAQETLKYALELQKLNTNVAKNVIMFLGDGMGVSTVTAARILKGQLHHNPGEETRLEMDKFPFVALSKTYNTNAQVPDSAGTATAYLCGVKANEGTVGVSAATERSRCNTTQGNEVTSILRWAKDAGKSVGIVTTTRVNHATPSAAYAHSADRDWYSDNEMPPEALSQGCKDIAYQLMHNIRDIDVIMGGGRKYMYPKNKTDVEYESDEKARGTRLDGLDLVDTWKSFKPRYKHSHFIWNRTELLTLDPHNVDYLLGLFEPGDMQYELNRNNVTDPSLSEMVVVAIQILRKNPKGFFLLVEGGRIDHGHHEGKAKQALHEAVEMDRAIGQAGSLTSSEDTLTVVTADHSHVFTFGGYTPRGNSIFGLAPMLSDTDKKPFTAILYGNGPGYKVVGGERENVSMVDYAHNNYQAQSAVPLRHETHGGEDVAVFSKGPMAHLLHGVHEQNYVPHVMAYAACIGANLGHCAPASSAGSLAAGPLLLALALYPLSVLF
# TNAP act hiacc: activators of human TNAP at high phosphate acceptor concentration. P05186. purified TNAP, CDP-star luminescence, 1 M DEA, 30 min; active compounds read high; 0 = EDTA background, 1 = DMSO-only activity. activation factor at 20 µM. 200,000 tested, under 10 active. AID 1136;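 active = activation factor at least 2 at 20 µM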
#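 Dosing: 20 µM single point. System: human TNAP. Amount: TNAP 1/800 final. Incubation: 30 min, room temperature. Read-out: TNAP activation factor scaled between EDTA and DMSO control wells. Signal: luminescence from CDP-star hydrolysis. Medium: 1 M DEA, pH 9.8, Mg2+, Zn2+. Control set: EDTA negative control, DMSO positive control.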
# bIAP activator: intestinal alkaline phosphatase (bovine) activation. purified bovine IAP, CDP-star luminescence, 30 min; active compounds read high; fold of DMSO-control signal, blank-subtracted. activation factor at 20 µM. 200,000 tested, 0.17% active. AID 1016;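 active = activation factor of 2 or more at 20 µM, a signal rise over negative controls twice the positive control's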
# PPARg SRC-2 ag: PPARgamma-driven SRC-2 recruitment agonism; 200,000 tested, 0.34% active; activation, % at 8 µM; P37231; PPARgamma LBD-SRC-2 recruitment, biochemical; in the data active = activation above about 22%;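 also: 0% = vehicle and 100% = reference agonist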
# TNAP inh hiacc: blocks human TNAP under high phosphate acceptor concentration. inhibition, % at 20 µM. purified TNAP, CDP-star luminescence, 1 M DEA. P05186. 200,000 tested, 0.03% active;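 active = over 50% inhibition of tissue-nonspecific alkaline phosphatase at 20 µM in the single-dose screen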;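 also: plate controls were DMSO wells for no effect and EDTA-quenched wells as full inhibition for full effect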
# PPARg SRC3 recr: promotes SRC-3 coactivator recruitment by human PPARgamma; P37231; biochemical PPARgamma/SRC-3 coactivator recruitment assay; activation, % at 8 µM; 200,000 tested, 0.26% active; in the data active = activation above about 23%;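 also: 0% = DMSO and 100% = reference agonist; some compounds past the cut are filed as inactive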
# Efa HMGR inh: inhibitors of class II HMG-CoA reductase from Enterococcus faecalis; 190,000 tested, 0.41% active; inhibition, % at 10 µM; purified E. faecalis HMGR, NADPH absorbance 340 nm kinetic;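 active = inhibition above a set limit, the median over all tested compounds plus 3 SD, cut at about 9.5% in these data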;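 also: enzyme runs in reverse so mevalonate oxidation gives rising NADPH absorbance; 0% = complete reaction with DMSO and 100% = background rate lacking mevalonate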
# SRC2 TRFRET art: flags TR-FRET format artefacts in PPARgamma SRC-2 recruitment agonist screen | TR-FRET artefact counter-screen; active compounds read high | TR-FRET ratio at 8 µM | 200,000 tested, 0.4% active; in the data active = TR-FRET ratio above about 2000; also: inactives centre near 1500
# Starred values were filed as active, the others as inactive; i = inactive; . = no result given. Compounds as they come; overall some 1.6% were active at least once.
SMILES,bIAP inh,PPARg SRC-1 ag,TNAP inh noacc,TNAP act hiacc,bIAP activator,PPARg SRC-2 ag,TNAP inh hiacc,PPARg SRC3 recr,Efa HMGR inh,SRC2 TRFRET art
CCCCOCCCNC(=O)c1ccc(OCC)cc1,10.3,1.7,-13.0,1.1,0.9,5.2,-7.2,-0.5,10.3*,1644
CCOC(=O)C(O)(CC(=O)Nc1cc(F)ccc1C)C(F)(F)F (stereo not given),6.7,5.8,-5.7,1,0.9,2.4,-2.9,2.7,-3.4,1535
NC(=O)C1CCCN(S(=O)(=O)c2ccccc2)C1 (stereo not given),12.9,2.0,-7.9,1,0.9,-9.1,-2.0,14.1,-1.9,1660
CCONC(=O)Nc1ccccc1[N+](=O)[O-],-10.0,-0.6,2.3,1.1,1.1,-5.1,-5.3,-3.6,-0.9,1424
c1ccc(-c2nn3cnnc3c3ccccc23)cc1,-15.3,-7.3,4.1,1,1.2,4.1,-4.9,7.5,-4.6,1525
Cc1ccnn2cc3c(=O)n(C)c(=O)n(C)c3c12,2.5,11.9,8.3,1,1,5.5,0.7,-3.6,-3.7,1345
COc1ccc(NC(=O)CC(c2ccc(F)cc2)c2ccc(OC)cc2)cc1 (stereo not given),17.8,1.1,-21.0,1,0.8,-3.1,-3.4,-8.1,-2.1,1582
Cc1ccc(C)c(N(C(=O)Cn2nnc(-c3cccs3)n2)C(C(=O)NC2CCCC2)c2ccncc2)c1 (stereo not given),0.6,5.6,-3.6,1,1,6.9,-0.2,8.9,-1.2,1664
N#CC1=C(N)Oc2n[nH]c(-c3cccs3)c2C1c1cccs1 (stereo not given),15.4,-0.5,4.0,0.9,0.8,-1.8,11.4,-5.6,5.2,1412
O=C(O)c1cc(N2C(=O)C3C4C=CC(C4)C3C2=O)ccc1NCc1cccnc1 (stereo not given),4.6,2.9,-3.4,1,1,-0.6,-4.9,0.9,0.9,1644
Cc1cccc(C)c1NC1=C(Cl)C(=O)OC1OC(=O)c1ccccc1 (stereo not given),9.5,7.0,-12.5,1,0.9,-3.4,-2.8,3.5,-0.4,1584
CN1CCC(OC(=O)COc2ccc(C(C)(C)C)cc2)CC1,0.1,-2.1,-11.7,1.1,1,8.1,-5.5,10.6,6.8,1452
Cc1c(N(C(=O)c2ccccn2)C2(C(=O)NC3CCCC3)CCCCC2)c(=O)n(-c2ccccc2)n1C,3.1,-1.6,-6.7,1,1,-9.2,1.7,-0.4,-3.9,1436
CC(C)(C)NC(=O)C(c1ccncc1)N(Cc1cccs1)C(=O)Cn1nnc(-c2ccc(F)cc2)n1 (stereo not given),8.5,5.4,-14.0,1,0.9,-3.8,-4.1,1.8,1.0,1462
Cn1c(=O)c(=O)n(C)c2cc(S(=O)(=O)N3CCN(C4CCCCC4)CC3)ccc21,2.9,13.8,-10.8,1,1,7.4,-1.9,-3.9,-0.5,1560
COc1ccc(NC(=O)c2ccccc2NC(=O)CSc2ccc(Cl)cc2)cc1,29.0,-3.1,-13.1,1,0.7,-10.0,-2.4,3.2,-3.7,1484
O=C(NC(Cc1ccccc1)C(=O)O)/C(=C\c1ccco1)NC(=O)c1ccccc1 (stereo not given),-9.5,6.5,23.8,1,1.1,-2.1,-1.9,1.6,-2.9,1634
CC(C)(C)CC(=O)Nc1nnc(SCC(=O)Nc2ccccc2F)s1,-1.1,-2.0,2.2,1,1,-5.3,1.0,1.0,-2.2,1426
CCCCn1c(CNC(=O)CC)nc2ccccc21,8.3,8.8,-10.1,1.1,0.9,2.1,-7.4,5.1,-5.7,1632
Cc1ccc(-c2nn3c(-c4ccco4)nnc3c3ccccc23)cc1S(=O)(=O)N1CCOCC1,-0.3,.,-5.7,1.1,1,.,-9.4,.,.,.
CN(C1CCS(=O)(=O)C1)S(=O)(=O)c1ccc(N2CCCC2=O)cc1 (stereo not given),15.7,0.8,-5.4,1,0.8,-1.3,1.1,7.1,-0.1,1489
CC(=O)NCCOc1nc(N2CCCCC2)nc(N2CCCCC2)n1,-0.5,-0.7,-13.4,1.1,1,10.3,-9.8,5.4,2.8,1483
O=C(C1CCC1)N1CCc2cc(S(=O)(=O)NCc3ccco3)ccc21,22.4,10.1,-13.7,1.1,0.8,5.4,-5.5,-5.1,-8.1,1350
COC(=O)Nc1nnc(/C=C/c2ccccc2)s1,5.3,-4.9,-5.8,1.1,0.9,1.2,-7.7,2.5,-6.7,1712
OC1(C#CCCN2CCCCC2)c2ccccc2-c2ccccc21,-9.0,-4.1,-8.5,1,1.1,-5.7,-2.5,-4.1,-1.6,1428
O=C(CSc1nc(C2CC2)nc2ccccc12)N1CCc2ccccc2C1,10.4,-1.4,-11.3,1,0.9,6.4,-3.2,9.7,-3.2,1719
Cc1oc(-c2ccccc2F)nc1CS(=O)CC(=O)NCc1cccs1 (stereo not given),3.1,-5.3,4.4,1.1,1,0.3,-6.6,6.0,-1.3,1451
CC(C)N(C(=O)CSc1nnc(-c2cc3ccccc3cc2O)n1Cc1ccco1)C(C)C,-10.7,4.2,-12.8,1.1,1.1,2.0,-5.5,-13.7,-1.5,1513
Cn1c(SCC(=O)c2ccccc2)nnc1-c1ccncc1,-6.8,3.0,-8.8,1.1,1.1,1.8,-6.8,0.7,-2.9,1409
CC/C=C/C(=O)N1CC2(CC(c3cccc(NC(=O)c4ccccc4)c3)=NO2)C[C@@H]1C(N)=O (stereo not given in full),0.5,1.3,-14.4,1.1,1,2.0,-7.3,2.1,5.1,1576
O=C1CC(N2CCN(c3ccccc3F)CC2)C(=O)N1c1ccc2c(c1)OCCO2 (stereo not given),4.0,2.8,-12.6,1,1,7.4,-3.5,0.6,-1.8,1582
Cc1ccc(C(=O)O)cc1NC(=S)NC(=O)Cc1ccccc1,4.2,-0.3,-12.6,1,1,-4.7,-1.5,-7.4,1.5,1344
CN(C)CC(C)(C)CNC(=O)C1CCN(Cc2ccccc2O)CC1,0.6,-4.7,-7.0,1,1,-6.4,-0.5,-4.2,-3.4,1665
O=C(NCC(c1cccnc1)N1CCN(c2ccccc2F)CC1)OCc1ccccc1 (stereo not given),4.6,3.4,-6.7,1.1,1,4.1,-6.1,-10.1,3.1,1599
Cc1cccc(OCc2nnc(SCC(=O)c3ccccc3)o2)c1,21.3,5.6,-12.9,1.1,0.8,3.3,-5.0,-1.3,-4.6,1585
CC(C)C(c1nnnn1Cc1cccs1)N1CCN(C(=O)c2ccco2)CC1 (stereo not given),1.7,2.6,-7.7,1,1,8.7,-0.6,-0.3,5.7,1677

# Structures listed so far shown as hits in Efa HMGR inh:
smiles	bIAP inh	PPARg SRC-1 ag	TNAP inh noacc	TNAP act hiacc	bIAP activator	PPARg SRC-2 ag	TNAP inh hiacc	PPARg SRC3 recr	Efa HMGR inh
CCCCOCCCNC(=O)c1ccc(OCC)cc1	10.3	1.7	-13.0	1.1	0.9	5.2	-7.2	-0.5	10.3*

# Further entries:
SMILES,bIAP inh,PPARg SRC-1 ag,TNAP inh noacc,TNAP act hiacc,bIAP activator,PPARg SRC-2 ag,TNAP inh hiacc,PPARg SRC3 recr,Efa HMGR inh,SRC2 TRFRET art
COCCSc1nnc(NS(=O)(=O)c2ccc(F)cc2)s1,-2.2,8.1,-3.5,1,1,8.9,-1.4,2.4,-6.7,1466
CCN(CC)C(=O)CSc1ncnc2c(-c3ccc(OC)cc3)nsc12,-16.6,-0.5,-5.5,1,1.2,1.8,-0.7,6.8,-5.2,1399
Brc1ccc(Nc2nc(-c3cccnc3)cs2)cc1,40.9,-1.9,-5.0,1,0.6,1.1,0.5,2.6,-3.6,1534
O=C(CN1C(=O)CC(c2ccccc2)Sc2ccccc21)NCC1CCCO1 (stereo not given),-4.3,1.6,-4.7,1,1,7.4,-1.6,-3.6,0.6,1466
NC(=O)C1(NC(=O)[C@@H]2CC3(CC(c4cccc(NC(=O)[C@@H]5CCC(=O)N5)c4)=NO3)CN2C(=O)Cc2ccc(C(F)(F)F)cc2)CC1 (stereo not given in full),0.9,-0.3,-12.3,1,1,4.6,-1.4,8.1,-4.7,1591
Cc1ccc(NC(=O)OCc2cn(-c3ccc(Cl)cc3)nn2)cc1,14.5,-3.7,-9.0,1,0.9,3.2,-3.7,3.0,-4.9,1551
C/C(CC(=O)NC(C)(C)C)=N\NC(N)=S,-3.7,21.0*,2.3,1,1,8.8,0.0,1.1,-1.8,1781
CCC(=O)Nc1ccc(C(=O)OCC(=O)c2ccc(C)c([N+](=O)[O-])c2)cc1,9.4,0.1,-7.4,1,0.9,-5.6,-3.2,-2.5,-0.9,1546
COc1ccc(S(=O)(=O)NNC(N)=S)cc1,4.7,9.3,-7.5,1,1,3.0,-0.1,2.9,-9.2,1768
COc1cccc(C(=O)OC2CCN(C)CC2)c1,5.5,14.1,-5.1,1.1,0.9,5.0,-5.6,2.6,1.7,1617
Cc1nc2cc(C(=O)NCc3cccnc3)ccc2n1-c1ccc(F)cc1F,-1.8,2.1,-16.7,1,1,-0.1,-1.7,3.9,0.3,1580
O=C(CCCN1C(=O)c2ccccc2C1=O)Nc1nncs1,7.0,-3.2,-16.0,1.1,0.9,0.8,-5.1,-4.1,-4.5,1366

# Single entries from the list.
# c1ccc(-c2nn3cnnc3c3ccccc23)cc1 @ Efa HMGR inh = -4.6
# CC(C)C(c1nnnn1Cc1cccs1)N1CCN(C(=O)c2ccco2)CC1 (stereo not given) @ TNAP inh noacc = -7.7
# Cc1ccc(C(=O)O)cc1NC(=S)NC(=O)Cc1ccccc1 @ TNAP act hiacc = 1

# Remaining list, next part.
SMILES,bIAP inh,PPARg SRC-1 ag,TNAP inh noacc,TNAP act hiacc,bIAP activator,PPARg SRC-2 ag,TNAP inh hiacc,PPARg SRC3 recr,Efa HMGR inh,SRC2 TRFRET art
Cc1ccc(-n2c(C)cc(C3N=C(N)Nc4nc5ccccc5n43)c2C)c(C)c1 (stereo not given),i,2.5,-145.3,1.2,7*,2.4,-20.1,0.8,1.1,1477
O=C(CCc1nnc(CCCCc2ccccc2)o1)NCCn1cccn1,0.1,1.5,-7.4,1,1,11.3,-2.5,5.2,4.0,1538
CCC(=O)Nc1cccc(-c2csc(-c3ccccc3)n2)c1,-3.7,2.5,-12.7,1,1,2.6,-4.6,5.5,-2.6,1692
CCCC(=O)Nc1cccc(C(=O)Nc2ccccc2OCC)c1,-10.3,4.1,-4.3,1.1,1.1,8.6,-6.8,2.7,3.5,1582
Cc1ccccc1N(CC(=O)NCc1ccco1)C(=O)CCC(=O)Nc1nccs1,-1.0,-2.9,-2.9,1,1,5.5,-4.0,7.2,4.3,1402
CCOC(=O)C1(CCCc2ccccc2)CCN(C(=O)CCN2CCCCC2=O)CC1,-1.3,5.9,-5.7,1,1,8.6,-2.3,2.5,-1.8,1478
O=C1c2ccccc2C(O)(c2ncc[nH]2)N1CCc1ccccc1 (stereo not given),-1.4,3.5,-2.5,1,1,-7.6,-3.9,2.2,-6.6,1422

# Laid out differently: results already given.
compound | bIAP inh | PPARg SRC-1 ag | TNAP inh noacc | TNAP act hiacc | bIAP activator | PPARg SRC-2 ag | TNAP inh hiacc | PPARg SRC3 recr | Efa HMGR inh | SRC2 TRFRET art
CC(C)(C)NC(=O)C(c1ccncc1)N(Cc1cccs1)C(=O)Cn1nnc(-c2ccc(F)cc2)n1 (stereo not given) | 8.5 | 5.4 | -14.0 | 1 | 0.9 | -3.8 | -4.1 | 1.8 | 1.0 | 1462
Cn1c(=O)c(=O)n(C)c2cc(S(=O)(=O)N3CCN(C4CCCCC4)CC3)ccc21 | 2.9 | 13.8 | -10.8 | 1 | 1 | 7.4 | -1.9 | -3.9 | -0.5 | 1560
